From PubChem
MCL1-BIM inh: disrupts human MCL1 binding to BIM-BH3 peptide | Q07820 | GST-MCL1 / FITC-Bim-BH3 fluorescence polarization | inhibition, % at 10.9 µM | 320,000 tested, 0.68% active;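 active = inhibition above the mean inhibition of all tested compounds plus 3 SD, set per campaign, cut at about 40% in these data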;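 also: 0% = DMSO wells and 100% = unlabeled Bim-BH3 peptide control; higher means more loss of mP so more displacement of Bim peptide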
Target sequence (Q07820 whole entry, looked up): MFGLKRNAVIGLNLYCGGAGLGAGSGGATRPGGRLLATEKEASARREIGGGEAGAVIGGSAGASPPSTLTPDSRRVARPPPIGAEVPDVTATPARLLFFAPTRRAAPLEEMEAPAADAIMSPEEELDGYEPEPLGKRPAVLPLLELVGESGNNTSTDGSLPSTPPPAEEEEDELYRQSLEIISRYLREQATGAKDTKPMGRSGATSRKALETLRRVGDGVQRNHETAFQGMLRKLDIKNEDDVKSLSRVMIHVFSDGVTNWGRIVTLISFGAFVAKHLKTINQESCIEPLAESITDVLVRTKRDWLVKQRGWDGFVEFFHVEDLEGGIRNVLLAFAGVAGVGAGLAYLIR
GLD-1 RNA inh: GLD-1-TGE RNA interaction inhibition (C. elegans); Q17339; purified GLD-1 + fluorescein TGE RNA, fluorescence polarization; inhibition, % at 5.96 µM; 320,000 tested, 0.44% active; AID 2280;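 active = percent inhibition above a per-plate cutoff, the plate mean of test compounds plus 3 SD, cut at about 30% in these data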;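 also: 0% = DMSO wells with GLD-1 and probe and 100% = wells lacking GLD-1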
Bcl-xL primary: blocks human Bcl-xL binding to Bim BH3 peptide | Q07817 | GST-Bcl-xL / FITC-Bim BH3 peptide fluorescence polarization | 320,000 tested, 0.7% active | AID 2129 | inhibition, % at 10.9 µM;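 active = inhibition above the mean of all tested compounds plus 3 SD, cutoff set per campaign, cut at about 30% in these data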;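 also: 0% = DMSO wells and 100% = unlabeled Bim-BH3 peptide competitor; inhibitors lower millipolarization by displacing the labeled peptide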
Target sequence (Q07817 whole entry, looked up): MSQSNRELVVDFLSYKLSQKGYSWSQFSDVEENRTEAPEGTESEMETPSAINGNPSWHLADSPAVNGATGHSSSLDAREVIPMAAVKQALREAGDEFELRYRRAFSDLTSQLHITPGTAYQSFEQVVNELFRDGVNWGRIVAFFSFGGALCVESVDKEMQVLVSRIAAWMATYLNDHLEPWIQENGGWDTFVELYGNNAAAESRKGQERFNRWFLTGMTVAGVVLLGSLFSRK
Yeast superoxide: yeast age-related superoxide inhibition as caloric restriction mimetic | 330,000 tested, 0.18% active | S. cerevisiae aged cells, superoxide DHE fluorescence; stronger effect = lower value | AID 2690 | superoxide response (% of plate mean), % at 10 µM;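 active = superoxide response under a set limit, about three screen SD below normal, cut at about 65% in these data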;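 also: yeast aged for seven days with compound at 30 °C before DHE staining; 100% = average MFI of all compound-treated wells on the plate with controls excluded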
VLA-4 inh: inhibition in a human VLA-4 binding assay | P13612 | VLA-4 expressing cells, ligand binding flow cytometry | inhibition, % (about 7 µM as worked out from the volumes in the protocol) | 330,000 tested, 0.2% active; in the data active = inhibition above about 50%
AGP1 TOR yeast: yeast TOR pathway AGP1-GFP modulation. AID 2066. GFP response vs DMSO, % at 10 µM. 320,000 tested, 0.02% active. S. cerevisiae AGP1-GFP multiplex flow cytometry, 3 h; GFP as percent of DMSO wells;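 active = GFP response relative to DMSO above a set limit, near screen average plus 3 SD, cut at about 150% in these data; inconclusive = fewer than 70 cells counted for the yeast strain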;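 also: median GFP channel fluorescence of the gated AGP1 strain per well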
GRK2 aptamer HTS: human GRK2 inhibition via aptamer displacement. P25098. bead flow cytometry, FAM-aptamer displacement from GRK2. inhibition of aptamer binding, % at 10 µM. 330,000 tested, 0.59% active. AID 488847;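 active = inhibition of aptamer binding above 40%, roughly 3 SD of noise, on plates passing a quality check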;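 also: median bead fluorescence of bound FAM aptamer so fluorescent compounds give negative values; no value below 0 was filed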
MEX-5 binding: C. elegans MEX-5 TCR-2 RNA binding activity; MEX-5/FITC-TCR2 RNA binding, fluorescence polarization; stronger effect = lower value; Q9XUB2; AID 1832; 300,000 tested, 0.38% active; activity score (negative = inhibition of binding), % at 10 µM;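 active = inhibition past about -25% in most replicates, and total fluorescence under double the plate's negative control median, limit read from the data; inconclusive = replicates evenly split on the limit, or fluorescence at least double controls; inactive = too little inhibition in most replicates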;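 also: 0% = DMSO and -100% = 5 µM competing unlabeled TCR2 RNA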
Target sequence (Q9XUB2 whole entry, looked up): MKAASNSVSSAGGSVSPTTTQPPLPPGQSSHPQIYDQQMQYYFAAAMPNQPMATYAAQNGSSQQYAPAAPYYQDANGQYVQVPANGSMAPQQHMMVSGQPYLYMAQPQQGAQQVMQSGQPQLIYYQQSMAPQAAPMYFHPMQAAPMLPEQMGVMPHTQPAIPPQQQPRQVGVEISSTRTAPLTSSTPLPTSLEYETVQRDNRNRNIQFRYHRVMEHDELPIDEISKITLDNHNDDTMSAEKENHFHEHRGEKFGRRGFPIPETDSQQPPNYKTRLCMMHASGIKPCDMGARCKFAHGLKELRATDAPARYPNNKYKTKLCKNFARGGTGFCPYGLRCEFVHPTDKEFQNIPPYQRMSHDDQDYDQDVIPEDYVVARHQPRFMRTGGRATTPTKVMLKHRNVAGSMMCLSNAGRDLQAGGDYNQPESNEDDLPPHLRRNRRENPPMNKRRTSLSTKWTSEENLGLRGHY
CIT2 TOR yeast: yeast TOR pathway CIT2-GFP modulation; GFP response vs DMSO, % at 10 µM; AID 2029; S. cerevisiae CIT2-GFP strain, flow cytometry, 3 h; 100 means same as DMSO wells; 320,000 tested, 0.065% active;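 active = GFP response relative to DMSO above a set limit, near the screen mean plus 3 SD, cut at about 150% in these data; inconclusive = Fewer than 70 cells measured for a yeast strain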;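 also: ratio of well median GFP fluorescence to mean of DMSO wells on the plate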
* hit, by the source's call; i = inactive; u = inconclusive; x = not tested or not shown; [ ] = another dose, or the depositor's remark.

[1] O=C(c1ccc(-c2nnc(-c3ccccc3)o2)cc1)N1CCCCCC1
[2] COCCCn1c(SCC(=O)NC2CCCCC2)nnc1-c1ccncc1
[3] Cc1cc(C(=O)C(=O)N(C)C)c(C)n1-c1ccc(Cl)cc1
[4] CC(C)c1ccc(NC(=O)NCc2ccccn2)cc1
[5] Cc1cc(C)c(C(N)=O)c(Nc2cccc(Cl)c2C)n1
[6] CC(C)CNC(=O)C(=O)NC1CCCC1
[7] O=C(Cc1ccc(-n2c(=O)c3sccc3n(Cc3ccc(F)cc3)c2=O)cc1)NCc1ccco1
[8] COc1ccc(/C=C/C(=O)c2ccc3c(c2)OCO3)c(OC)c1
compound no.	1	2	3	4	5	6	7	8
MEX-5 binding	2.8	0.9	0.2	1.8	-0.8	-1.2	4.5	1.6
Bcl-xL primary	0	1	3	-1	-1	0	4	5
Yeast superoxide	141	108	98	102	111	98	98	93
VLA-4 inh	14	6	4	22	17	-8	0	0
MCL1-BIM inh	-2	2	4	1	0	3	-3	-5
GLD-1 RNA inh	-1	4	8	1	-2	2	-6	-1
GRK2 aptamer HTS	0	3	2	0	1	0	0	1
AGP1 TOR yeast	99	104	99	110	102	90	96	96
CIT2 TOR yeast	88	96	107	114	91	99	95	101

[9] COc1ccccc1N1CCN(/N=C/c2cc(OC)c(OC(C)=O)c(OC)c2)CC1
[10] CC(C)=CCc1c(C)nc2ccccc2c1C(=O)O
[11] O=C(Nc1ccccc1)N1N=C(c2cccs2)CC1c1cccs1 (stereo not given)
[12] COc1ccc(CCNC(=O)Cc2ccc(NS(=O)(=O)c3ccc(F)cc3)cc2)cc1OC
[13] COc1ccc(-c2ccc(SCC(=O)NCc3ccc4c(c3)OCO4)nn2)cc1OC
[14] COc1ccc(OC)c(S(=O)(=O)N2CCC3(CC2)OCCN3S(=O)(=O)c2ccccc2)c1
[15] C[C@@H](C(=O)Nc1ccc2ccccc2c1)[C@@H]1C[C@@]1(C)[C@@H](NC(=O)c1cccnc1)c1ccccc1
[16] CCn1c(O)c(N=NC(=O)CNC(=O)/C=C/c2ccccc2)c2ccccc21
compound no.	9	10	11	12	13	14	15	16
MEX-5 binding	2.8	-1.1	0.2	x	x	-1.8	3.0	-3.1
Bcl-xL primary	0	-2	0	1	-2	-1	4	5
Yeast superoxide	102	118	94	95	110	90	x	112
VLA-4 inh	11	-5	5	-7	-3	23	x	8
MCL1-BIM inh	-3	0	-4	0	-4	-9	2	10
GLD-1 RNA inh	0	10	0	3	6	0	0	1
GRK2 aptamer HTS	0	2	2	5	4	1	x	1
AGP1 TOR yeast	96	94	89	100	23[may fluoresce violet]	110	x	101
CIT2 TOR yeast	103	99	113	102	u	103	x	98

[17] Cn1nc(C(F)(F)F)c(-c2ccccc2)c1NC(=O)c1nccnc1C(=O)O
[18] CCOc1ccccc1CNC(=O)C1CCC(=O)N1C(C)C (stereo not given)
[19] COc1ccc(N2CCN(C(=O)COc3ccc4c(C)cc(=O)oc4c3)CC2)cc1
[20] Cc1cc(C(=O)NCc2cccs2)c(C)o1
[21] O=C1CC(c2ccccc2)CC(O)=C1C=Nc1ccccc1Cl (stereo not given)
[22] CCCNC(=O)c1cc2c(C(F)(F)F)nn(C)c2s1
[23] CCOc1ccc(-c2cc(C(=O)Nc3ccc4c(c3)OCCO4)c3ccccc3n2)cc1
[24] COc1ccc(NC(=O)c2ccccn2)cc1OC
compound no.	17	18	19	20	21	22	23	24
MEX-5 binding	-1.3	-3.6	-1.4	-1.1	-6.1	0.7	0.2	-0.2
Bcl-xL primary	0	0	4	12	6	5	2	-14
Yeast superoxide	96	129	99	109	83	85	101	109
VLA-4 inh	-3	-4	-1	15	7	14	5	1
MCL1-BIM inh	2	-3	3	19	8	-6	-2	-24
GLD-1 RNA inh	3	6	0	10	-3	-3	1	-1
GRK2 aptamer HTS	0	2	1	0	6	1	0	2
AGP1 TOR yeast	111	111	106	107	93	108	117	97
CIT2 TOR yeast	109	106	103	101	96	103	106	102

Entries shown so far with a COOH group (2):
[10] CC(C)=CCc1c(C)nc2ccccc2c1C(=O)O
[17] Cn1nc(C(F)(F)F)c(-c2ccccc2)c1NC(=O)c1nccnc1C(=O)O
compound no.	10	17
MEX-5 binding	-1.1	-1.3
Bcl-xL primary	-2	0
Yeast superoxide	118	96
VLA-4 inh	-5	-3
MCL1-BIM inh	0	2
GLD-1 RNA inh	10	3
GRK2 aptamer HTS	2	0
AGP1 TOR yeast	94	111
CIT2 TOR yeast	99	109

Individual results from the entries so far:
COc1ccc(N2CCN(C(=O)COc3ccc4c(C)cc(=O)oc4c3)CC2)cc1 | MCL1-BIM inh: 3
COc1ccc(NC(=O)c2ccccn2)cc1OC | GRK2 aptamer HTS: 2

(next part)
[25] COc1ccc(NC(=O)CN(C)S(=O)(=O)c2cccs2)cc1
[26] COCCn1nnnc1CN1CCC(Cc2ccccc2)CC1
[27] O=C(NNC(=O)c1ccc(-c2ccccc2)cc1)c1ccccc1
[28] CCC(=O)c1ccc(OCC(=O)N(CC)CC(=O)Nc2ccccc2OC)cc1
[29] CCOC(=S)SCc1cn2ccc(C)cc2n1
[30] Cc1ccc(-c2cc(C(=O)N3CCOCC3)c3cc(C)ccc3n2)cc1
[31] CCc1cccc(NC2c3ccccc3C(=O)N2c2cccnc2)c1 (stereo not given)
[32] CCOCCCNC(=O)C(NC(=O)Cc1cccs1)c1ccc(Cl)cc1 (stereo not given)
compound no.	25	26	27	28	29	30	31	32
MEX-5 binding	2.0	1.7	0.7	x	3.5	1.6	-0.5	0.3
Bcl-xL primary	10	0	3	-4	5	1	-1	5
Yeast superoxide	96	121	94	81	98	96	107	99
VLA-4 inh	7	-8	i	41	10	-3	0	-7
MCL1-BIM inh	11	-3	5	-1	13	1	4	1
GLD-1 RNA inh	-4	-2	4	2	-4	13	-3	4
GRK2 aptamer HTS	2	0	0	2	2	0	0	0
AGP1 TOR yeast	103	101	103	113	90	99	101	102
CIT2 TOR yeast	101	111	109	107	98	94	98	95

[33] COC(=O)c1ccc2c(=O)n(Cc3ccco3)c(SCC(=O)Nc3cc(C)on3)nc2c1
[34] CCCCN(CCCNC(=O)Cn1ncc2ccsc2c1=O)Cc1ccccc1
[35] O=C(CNCC1CCCO1)N1CCCCCC1 (stereo not given)
[36] CCOC(=O)C1C(c2ccc(C(=O)O)cc2)NC(=O)NC1(O)C(F)(F)F (stereo not given)
[37] CCOC(=O)N1CCC(Nc2c(N3CCN(c4cc(Cl)ccc4C)CC3)c(=O)c2=O)CC1
[38] O=C(NC1CCCC1)C(c1ccccc1)N(Cc1ccccc1)C(=O)c1csnn1 (stereo not given)
[39] CCN(CC)S(=O)(=O)c1cccc(C(=O)Oc2cccnc2)c1
[40] CC(C)CC(=O)NC(=S)Nc1ccc(N2CCOCC2)c(Cl)c1
compound no.	33	34	35	36	37	38	39	40
MEX-5 binding	-2.4	2.2	1.9	-1.6	0.1	0.0	-1.1	-0.4
Bcl-xL primary	4	6	3	2	-4	6	5	8
Yeast superoxide	135	104	106	88	112	103	89	85
VLA-4 inh	-1	-8	10	5	28	-2	-10	11
MCL1-BIM inh	18	7	-1	16	-4	4	8	4
GLD-1 RNA inh	2	4	-3	-8	-2	13	4	5
GRK2 aptamer HTS	4	0	4	0	1	2	0	1
AGP1 TOR yeast	104	103	91	103	101	105	104	106
CIT2 TOR yeast	104	99	90	98	96	101	99	90

[41] Cc1ccc(-c2csc(NC(=O)CSC3=NCCS3)n2)cc1
[42] Cc1cc(-c2ccccc2)nc(=O)[nH]1
[43] COCCCNc1nc2nonc2nc1N1CCN(Cc2cccc(C)c2)CC1
[44] CN(Cc1c(F)cccc1Cl)C(=O)c1cc2ccccc2o1
[45] CC1CCN(C(c2ccc(N(C)C)cc2)c2nnnn2Cc2ccccc2)CC1 (stereo not given)
[46] CCOC(=O)c1ccc(NC(=O)N2CCOCC2)cc1
[47] CCOC(=O)N1CCN(S(=O)(=O)c2ccc(C(=O)Nc3sc4c(c3C(=O)OC)CCN(C)C4)cc2)CC1
[48] Cc1ccc(NC(=O)CN2CCCCCC2)cc1[N+](=O)[O-]
compound no.	41	42	43	44	45	46	47	48
MEX-5 binding	2.5	-2.7	-9.7	2.1	3.3	1.8	6.7	-0.3
Bcl-xL primary	6	8	24	6	4	0	6	1
Yeast superoxide	106	96	109	86	86	89	91	101
VLA-4 inh	18	14	-3	8	1	-18	6	-3
MCL1-BIM inh	4	6	19	-3	5	-2	6	0
GLD-1 RNA inh	1	12	29	-2	0	-3	-2	2
GRK2 aptamer HTS	1	1	0	0	1	0	5	0
AGP1 TOR yeast	90	102	100	86	101	114	103	102
CIT2 TOR yeast	89	88	97	88	101	119	95	98

[49] CCCS(=O)(=O)N1CCCC(C(=O)Oc2ccc(C)c(C)c2)C1 (stereo not given)
[50] O=c1c(Cl)c(NCCO)cnn1-c1cccc(Cl)c1
[51] COc1ccc(NC(=O)C2CC(c3cccc(Br)c3)=NO2)cc1OC (stereo not given)
[52] COc1ccc(NC(=O)[C@@H]2CCCN2C(=O)[C@@H]2Cc3ccccc3CN2C(=O)OC(C)(C)C)cc1
[53] O=C(/C=C/Nc1ccccc1)c1cnc(-c2ccccc2)s1
[54] COc1ccc(N(Cc2ccccc2)S(=O)(=O)c2cccc(C(=O)O)c2)cc1
[55] CCCOc1ccccc1OCC(=O)Nc1ccc(S(=O)(=O)N2CCCCC2)cc1
[56] COc1ccccc1N1C(=O)c2ccc(C(=O)Nc3cccc(C(C)=O)c3)cc2C1=O
compound no.	49	50	51	52	53	54	55	56
MEX-5 binding	4.1	2.1	1.3	-1.7	-1.8	1.4	3.9	2.3
Bcl-xL primary	0	8	-1	4	6	3	0	8
Yeast superoxide	89	103	99	94	100	109	109	85
VLA-4 inh	-3	5	2	-11	-9	4	10	3
MCL1-BIM inh	-6	10	-6	1	3	-2	-1	14
GLD-1 RNA inh	3	-7	-7	-5	-4	-2	11	-3
GRK2 aptamer HTS	0	3	1	0	25	4	4	0
AGP1 TOR yeast	94	87	89	96	27	99	106	94
CIT2 TOR yeast	102	82	92	103	102	100	94	96

[57] CN1CCN(/N=C/c2ccc(N(c3ccccc3)c3ccccc3)cc2)CC1
[58] CC(C)C(c1nnnn1C1CCCC1)N1CCCc2ccccc21 (stereo not given)
[59] Cc1ccc(N2CCN(C3=NC(=O)/C(=C\c4cn[nH]c4-c4ccccc4)S3)CC2)cc1
[60] COC(=O)c1ccc2nc(Nc3nc4ccc(F)cc4s3)sc2c1
compound no.	57	58	59	60
MEX-5 binding	1.0	-0.2	-2.1	x
Bcl-xL primary	3	6	4	-3
Yeast superoxide	116	112	99	122
VLA-4 inh	11	7	6	-6
MCL1-BIM inh	0	6	10	-4
GLD-1 RNA inh	2	7	9	0
GRK2 aptamer HTS	0	0	12	0
AGP1 TOR yeast	91	112	99	92
CIT2 TOR yeast	100	114	107	95

An excerpt from above in order of the MCL1-BIM inh value, falling:
nr	structure	MCL1-BIM inh
33	COC(=O)c1ccc2c(=O)n(Cc3ccco3)c(SCC(=O)Nc3cc(C)on3)nc2c1	18
29	CCOC(=S)SCc1cn2ccc(C)cc2n1	13
55	CCCOc1ccccc1OCC(=O)Nc1ccc(S(=O)(=O)N2CCCCC2)cc1	-1
46	CCOC(=O)c1ccc(NC(=O)N2CCOCC2)cc1	-2
37	CCOC(=O)N1CCC(Nc2c(N3CCN(c4cc(Cl)ccc4C)CC3)c(=O)c2=O)CC1	-4
